Compound activity from PubChem BioAssay.
Rab9 promoter act = activates the Rab9 promoter | Huh7 Rab9 promoter-luciferase reporter, luminescence, 24 h | Potency, µM (highest dose often 9.22 µM), without a hit: top-dose activation, negative = inhibition, hits mostly activators | 320,000 compounds, 2.8% hits; also: % of control where 0% means no effect; nearly all actives have a fitted effect of over 60% in size
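Luminescence from Amplite-detected luciferase (10 minutes, ambient) reports Rab9 promoter activation. Before that, stable Rab9-luciferase Huh7 cells (1500/well, reduced-serum OP-MEM I plus 10% FBS) were exposed to compound for 24 hours at 37C.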
BRCA1 expr up = BRCA1 expression activation | MCF7-BRCA1-FFLuc reporter, luminescence, 48 h; response scale: scaled: vehicle 0%, 10 µM genistein 100% | Potency, µM (highest dose often 46.1 µM), inactives show top-dose activation, most hits filed as activators | 380,000 compounds, 1.1% hits; also: nearly all actives have a fitted effect of over 80% in size; some results filed as inactive show a strong effect at the top dose
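Reporter cells (MCF7, BRCA1 promoter-firefly luciferase) received library compounds across a concentration series for 48 h. End-point luminescence was measured and concentration-effect curves derived after normalization.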
MBNL1 CUG block = MBNL1-poly(CUG) RNA binding inhibition | Q9NR56 | TR-FRET MBNL1-His/biotin-(CUG)12 binding, 665/545 ratio | Potency, µM (titrated, usually from 57.5 µM), without a hit: at the highest dose activity change, negative = inhibition, hits mostly inhibitors | 280,000 compounds, 0.036% hits | AID 2675; active = well fitted inhibition curve with a large enough effect in the signal ratio, with a control signal flat, not every such curve was filed as active; inconclusive = small, poorly fitted or top-dose-only effect, or effect the other way, or a change in a side signal; inactive = no such curve, though single readings can be large or run the other way; the % refers to the signal ratio; also: % is scaled to controls: 0 for no effect and ±100 for the full control effect
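Compounds (final 92 nM to 58 uM) are added to His-tagged MBNL1 and biotin-(CUG)12, then terbium anti-His antibody and streptavidin-XL665 (5 nM final). After 60 min at room temperature, the 665/545 nm ratio is read.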
MLL CXXC-DNA inh = inhibitors of human MLL CXXC domain-DNA interaction; AID 2662; MLL-CXXC / FITC-HOXA9 DNA fluorescence polarization; Potency, µM (doses to about 115 µM), for the others: at the top dose activity change, negative = inhibition, usual class: inhibitors; Q03164; 290,000 compounds, 0.037% hits; active = well fitted inhibition curve with a large enough effect in the polarisation, with a control signal flat, not every such curve was filed as active; inconclusive = small, poorly fitted or top-dose-only effect, or effect the other way, or a change in a side signal; inactive = no such curve, though single readings can be large or run the other way; the % refers to the polarisation
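Steps: dispense CXXC domain solution (7 uM) → pin compounds or unlabeled HOX-A9 DNA control → 5 min ambient → add FLSN-HOX-A9 solution (50 nM) → spin → 30 min ambient → fluorescence polarization. Tris pH 7.5/NaCl/DTT/BSA buffer.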
NPC1 prom act = NPC1 promoter activation | AID 485313 | Potency, µM (highest dose often 9.22 µM), without a hit: top-dose activation, hits mostly activators | 320,000 compounds, 2.4% hits | Huh7 NPC1 promoter luciferase reporter, 24 h;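 also: % of control where 0% means no effect; nearly all actives have a fitted effect of over 60% in size; reporter is driven by a mutant NPC1 promoter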
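Huh7 reporter cells (NPC1 promoter driving luciferase) are dosed with compound for 24 h at 37 °C, 5% CO2; luciferase detection reagent is then added and luminescence measured after 10 min at ambient temperature.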
uPA generation = blocks generation of uPA at the cell surface. cell surface uPA generation assay, qHTS. Potency, µM (top dose mostly 38.3 µM), inactives show top-dose activity change, negative = inhibition, hits mostly inhibitors. 330,000 compounds, 0.31% hits. AID 540303; active = well fitted inhibition curve with a large enough effect; inconclusive = small, poorly fitted or top-dose-only effect; inactive = no such curve, though single readings can be large or run the other way; tested in mouse RAW 264.7 cells; also: % is scaled to controls: 0 for no effect and ±100 for the full control effect; nearly all actives have a fitted effect of over 55% in size
RORgamma inh = ROR gamma (mouse) transcription inhibition | AID 2551 | 310,000 compounds, 5.4% hits | P51450 | Drosophila S2 Gal4-RORgamma UAS-luciferase reporter, 20 h | Potency, µM (highest dose often 53.6 µM), inactives show top-dose activity change, negative = inhibition, most hits filed as inhibitors; also: % is scaled to controls: 0 for no effect and ±100 for the full control effect; nearly all actives have a fitted effect of over 60% in size
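ROR gamma transcriptional activity was tracked as Gal4-UAS luciferase output in stably transfected Drosophila Schneider cells, with compound added 1 hr before 700 uM copper sulfate induction and a 20 hr ambient-temperature incubation.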
p53 reactivation = restores transcriptional activity of mutant p53. AID 504706. 320,000 compounds, 0.063% hits. H1299 p53-A138V BP100-luciferase reporter, luminescence, 24 h. Potency, µM (series often up to 92.2 µM), for inactives: top-dose activity change, positive = activation, most hits filed as activators; also: % of control where 0% means no effect; nearly all actives have a fitted effect of over 45% in size
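H1299 (p53-null), stable ts p53-A138V + BP100-Luc; 1000 cells/well, Opti-MEM/10% FBS; cpd 4 pt, 1:5; 24 h, 37 deg C, 5% CO2; detection reagent 10 min RT; luminescence.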
Gal4-VP16 FLuc = counter-screen for ROR gamma inhibitors: Gal4-VP16 reporter | Potency, µM (highest dose often 53.6 µM), without a hit: top-dose activity, negative = inhibition, hits mostly inhibitors | 310,000 compounds, 3.5% hits | AID 2546 | Drosophila S2 Gal4-VP16 UAS-luciferase, luminescence, 20 h;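 also: Gal4-VP16 expression switched on by copper sulfate through the metallothionein promoter; % is scaled to controls: 0 for no effect and ±100 for the full control effect; nearly all actives have a fitted effect of over 50% in size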
ELG1 genotox = induces genotoxicity in HEK293T cells with luciferase-tagged ELG1; HEK293T ELG1-luciferase reporter, luminescence, 16 h; Potency, µM (titrated, usually from 46 µM), for inactives: top-dose activity change, positive = activation, most hits filed as activators; 330,000 compounds, 1.3% hits; AID 504466; also: % of control where 0% means no effect; nearly all actives have a fitted effect of over 60% in size
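16 hr compound incubation (37 °C, 5% CO2) of HEK293T cells carrying luciferase-tagged ELG1; luciferase then measured by ONE-Glo luminescence after 30 min at RT.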
FLuc modulator = counter-screen for miR-21 project: firefly luciferase inhibitors or activators; P08659; purified FLuc, Km substrates, luminescence inhibition; Potency, µM (top dose mostly 57.5 µM), without a hit: at the highest dose activity change, negative = inhibition, most hits filed as inhibitors; 360,000 compounds, 6.9% hits;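 also: plate controls were vehicle for no effect and reference inhibitor for full effect; nearly all actives have a fitted effect of over 55% in size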
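Purified P. pyralis luciferase, 10 nM final, with Km-level 10 uM D-luciferin and 10 uM ATP in 50 mM Tris acetate pH 7.5, 10 mM Mg acetate, 0.01% Tween-20, 0.05% BSA; 6-point qHTS titration about 60 µM downward; luminescence read.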
An asterisk follows results filed as active; ? = inconclusive; · = not tested or not shown; [ ] = another dose, or the depositor's remark. Unless noted, calls follow the shape of the dose curve; as a rule, active = well fitted curve in the direction sought with a large enough effect; inconclusive = small, poorly fitted or top-dose-only effect, or another doubt; inactive = no such curve, though single readings can be large; an effect the other way counts as inactive or inconclusive. Potency is read from the fitted curve at half-maximal effect. Only part of the results is shown; the hit share may differ from the screen's.

# | molecule | Rab9 promoter act | BRCA1 expr up | MBNL1 CUG block | MLL CXXC-DNA inh | NPC1 prom act | uPA generation | RORgamma inh | p53 reactivation | Gal4-VP16 FLuc | ELG1 genotox | FLuc modulator
1 | O=C(Cn1nc([N+](=O)[O-])nc1Br)NC1CCCCC1 | 2% | -20% | ? | -8% | 0% | -16% | ? | 6% | -8% | -7% | -1%
2 | CCc1nnc(NS(=O)(=O)c2ccc(NC(=S)NC(=O)/C=C/c3ccccc3)cc2)s1 | -2% | -18% | -15% | 12% | -4% | -4% | 18% | -10% | -5% | 4% | -8%
3 | O=C(Cc1ccccc1[N+](=O)[O-])N/N=C/c1cccnc1 | 0% | 1% | 16% | 25% | 1% | 1% | -13% | -2% | 6% | 8% | -2%
4 | COc1ccccc1NS(=O)(=O)c1ccc(C)c(C(=O)NCC2(N(C)C)CCCCC2)c1 | -3% | -11% | · | · | 0% | -6% | · | -4% | · | -2% | 2%
5 | Cc1cccc(NC(=O)C2CCCN(S(=O)(=O)c3c(C)nn(C)c3C)C2)n1 (configuration not stated) | 2% | 0% | -2% | 10% | -2% | -5% | ? | -3% | -7% | 2% | 1%
6 | O=[N+]([O-])c1cccc(-c2nc3ccccc3s/c2=N/O)c1 | 1% | -30% | ? | 3% | 1% | -11% | 13% | 13% | -13% | 2% | 0%
7 | COCCn1c(=S)[nH]c2cc(C(=O)N3CCCC(C)C3)ccc2c1=O (configuration not stated) | -17% | -3% | 2% | 28% | -6% | -4% | ? | -4% | ? | -7% | 4%
8 | CC1=NN(c2cccc(Cl)c2)C(=O)C1 | 1% | -61% | 2% | ? | -1% | 5% | 38% | 1% | -9% | -8% | -3%
9 | CCN(Cc1ccccc1)S(=O)(=O)c1cc(C(=O)c2c(N)n(C)c(=O)n(C)c2=O)ccc1OC | 10% | -8% | -1% | 11% | -4% | 9% | -5% | -4% | -4% | -2% | 2%
10 | C[C@@]1([C@@H](NC(=O)c2cccs2)c2ccc(-c3ccccc3)cc2)C[C@H]1C1CCCCC1 | -4% | -5% | 1% | 24% | -5% | 11% | 8% | -2% | 5% | 3% | 2%
11 | CCN1C(=O)[C@H]2[C@@H](c3ccc(-c4ccc(OC)cc4)c(OC)c3)N3CCCC[C@@]3(C(=O)OC)[C@H]2C1=O | -2% | -60% | · | · | -6% | -7% | · | -7% | · | -6% | -1%
12 | Cc1cccc(NC(=O)C2(c3ccccc3)CC2(Cl)Cl)c1 (configuration not stated) | 5% | -26% | 7% | -6% | 0% | 1% | 3% | -5% | 0% | -9% | -1%
13 | O=C(CSc1ncccn1)N1CCCc2ccccc21 | -3% | 43% | 1% | 4% | 0% | 3% | 31% | 7% | -5%[10 µM] | 29% | 0%
14 | CCCc1cc(=O)oc2cc(C)cc(OC(C)C(=O)NCC(O)c3ccccc3)c12 (configuration not stated) | -1% | -30% | 4% | -2% | -4% | 5% | 17% | -11% | 1% | -2% | 4%
15 | O=C(c1cnccn1)N1CCN(c2ccccc2)CC1 | -6% | -2% | 4% | -9% | 1% | 1% | 0% | 10% | 0% | 3% | 3%
16 | CCOc1ccc2nc(C(=O)N3CCCC(C)C3)sc2c1 (configuration not stated) | 1.8µM* | ? | · | ? | 2µM* | 3% | -26% | ? | -28% | 10µM* | 1.7µM*
17 | OCCC1CN(Cc2cn[nH]c2C2CCCCC2)CCN1C1CCCCC1 (configuration not stated) | 2% | -19% | 4% | 1% | -2% | 2% | -5% | 2% | 9% | -5% | 0%
18 | O=C1C2CC=CCC2C(=O)N1Cc1ccccc1Cl (configuration not stated) | -2% | -17% | · | 1% | -2% | 4% | 22% | -7% | -7% | -3% | 2%
19 | Cc1nn(Cc2ccccc2Cl)c(C)c1C(=O)N1CCN(c2ccccc2)CC1 | -2% | 1% | -4% | 49%[activator] | 1% | -3% | 20% | -2% | 5% | -12% | 6%
20 | O=C(Cc1ccccc1)NCC(=O)Nc1ccc(OC(F)(F)F)cc1 | 1% | -22% | 1% | -12% | -3% | 1% | 23% | 0% | -6% | -2% | -2%
21 | C[C@@H](NC(=O)[C@@H]1Cc2ccccc2CN1)C(=O)NCc1ccco1 | -1% | 1% | -2% | 8% | 19% | 0% | -13% | 3% | 1% | 2% | -1%
22 | O=S(=O)(c1ccccc1)c1cnc(-c2cccnc2)nc1-c1ccc(Cl)c(Cl)c1 | 10% | 0% | -2% | -9% | -1% | 0% | -9% | -10% | -10% | -2% | -1%
23 | Cn1ccc(NS(=O)(=O)c2cc(Br)ccc2Br)n1 | -8% | -18% | · | · | 1% | 7% | · | -6% | · | -3% | 2%
24 | COC(=O)c1cc(NC(=O)CSc2nncn2C)cc(C(=O)OC)c1 | 2% | -29% | -1% | -1% | 3% | · | -8% | 1% | -1% | -1% | 13%

Structures above printed as active in NPC1 prom act:
| No. | SMILES | Rab9 promoter act | MBNL1 CUG block | MLL CXXC-DNA inh | NPC1 prom act | uPA generation | RORgamma inh | p53 reactivation |
| --- | --- | --- | --- | --- | --- | --- | --- | --- |
| 16 | CCOc1ccc2nc(C(=O)N3CCCC(C)C3)sc2c1 (configuration not stated) | 1.8µM* | · | ? | 2µM* | 3% | -26% | ? |

The list goes on:
# | molecule | Rab9 promoter act | BRCA1 expr up | MBNL1 CUG block | MLL CXXC-DNA inh | NPC1 prom act | uPA generation | RORgamma inh | p53 reactivation | Gal4-VP16 FLuc | ELG1 genotox | FLuc modulator
25 | N#Cc1ccc(Cl)cc1NC(=O)CNCc1cccs1 | -10% | 11% | -2% | -11% | 10% | -3% | 0% | -2% | -16% | 0% | -6%
26 | CCOC(=O)c1c(-c2ccc(C)cc2)cn2ccccc12 | -2% | 2% | -4% | 1% | 0% | -1% | 1% | -2% | ? | -1% | -2%
27 | O=C(O)c1ccc(NS(=O)(=O)c2cccc(C(=O)Nc3ccc([N+](=O)[O-])cc3)c2)cc1 | 0% | -2% | ? | 4% | -4% | 3% | 11%[1.91 µM] | · | 8% | 0% | -3%
28 | COc1ccc(-c2ccc3c(c2)S(=O)(=O)c2cccc(C(=O)NC[C@@H]4CCCO4)c2C3=O)cc1OC | -4% | 0% | · | · | -1% | -7% | · | -4% | · | -7% | -26%
29 | COc1ccccc1NC(=O)CSc1nncn1-c1ccccc1 | -4% | 0% | -6% | ? | -2% | -12% | 4% | 0% | 4% | 13% | 2%
30 | Cc1ccc(-c2n[nH]c(Cc3ccccc3)n2)cc1 | 2.5µM* | 5.6µM* | -3% | -6% | 2.8µM* | -5% | 21% | ? | -4% | ? | 19µM*
31 | CCn1cnc2c1c(=O)n(Cc1csc(-c3ccccc3)n1)c(=O)n2Cc1ccccc1 | 1% | -8% | 22% | 4% | -4% | 6% | 32% | -8% | -1% | -13% | -2%
32 | COc1ccc(S(=O)(=O)Nc2ccccn2)cc1OC | 3% | 3% | -9% | 2% | -4% | -3% | ? | -5% | -4% | -1% | 2%
33 | N#CC1=C2SCN(Cc3ccccc3)CN2C(=O)CC1c1cccs1 (configuration not stated) | -20% | -2% | 36%[activator] | 8% | 2% | -5% | -15% | 6% | -3% | -2% | -10%
34 | O=C(CN1C(=O)NC2(CCc3ccccc32)C1=O)Nc1cc(C(F)(F)F)ccc1N1CCOCC1 (configuration not stated) | -3% | -38% | 4% | 0% | -3% | 6% | 0% | -5% | -3% | 0% | 0%
35 | CC(C)CC(NS(=O)(=O)c1cccc(C(=O)O)c1)C(=O)O (configuration not stated) | -8% | -4% | -8% | -1% | -5% | 0% | 20% | 2% | 0% | 2% | -3%
36 | CCOc1ccc(S(=O)(=O)NCC2(N3CCCCC3)CCCCC2)cc1 | -1% | 13% | · | · | -3% | -6% | · | 9% | · | 1% | -1%

Of the compounds above, these contain fluorine:
# | molecule | Rab9 promoter act | BRCA1 expr up | MBNL1 CUG block | MLL CXXC-DNA inh | NPC1 prom act | uPA generation | RORgamma inh | p53 reactivation | Gal4-VP16 FLuc | ELG1 genotox | FLuc modulator
20 | O=C(Cc1ccccc1)NCC(=O)Nc1ccc(OC(F)(F)F)cc1 | 1% | -22% | 1% | -12% | -3% | 1% | 23% | 0% | -6% | -2% | -2%
34 | O=C(CN1C(=O)NC2(CCc3ccccc32)C1=O)Nc1cc(C(F)(F)F)ccc1N1CCOCC1 (configuration not stated) | -3% | -38% | 4% | 0% | -3% | 6% | 0% | -5% | -3% | 0% | 0%
